HIF-2a inh = HIF-2a reporter inhibitors, primary screen, luminescence, 786-0 RCC cells | 786-0 RCC cells HIF-2a reporter, luciferase luminescence, overnight | inhibition, % at 18.8 µM | AID 624352, 2012 | 360,000 tested, 0.72% active;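 active = inhibition of the luminescence signal of 40% or more relative to plate controls, in a single-dose primary screen at 18.75 µM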
KKLEB tox = cytotoxicity in KKLEB CF airway cells, primary screen, cytotoxicity control for CF NF-kB inhibitor project, cell-based, uHTS, fluorescence assay plates; KKLEB CF airway cells viability, ATPlite luminescence, overnight; hits give low values; cells stimulated with P. aeruginosa culture filtrate; activity change (cytotoxicity), % at 5 µM; 360,000 tested, 0.36% active; AID 602141, 2011;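 active = corrected activity change at or below -50% at 5 µM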
TWEAK Fn14 block = inhibitors of TWEAK-Fn14 signaling, primary screen, luciferase reporter cells, uHTS; TWEAK-stimulated Fn14 reporter cells, luciferase luminescence, 8 h; inhibition, % at 10 µM; 360,000 tested, 2% active; in the data active = inhibition above about 50%
CF NFkB block = inhibitors of PAF-induced NF-kB signaling, primary screen, cell-based, GFP fluorescence, uHTS; KKLEB NF-kB-GFP reporter, GFP fluorescence overnight; inhibition, % at 5 µM; 360,000 tested, 0.86% active; AID 588850, 2011;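 active = at least 50% inhibition at 5 µM, scaled per plate between neutral and stimulator controls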;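 note: PAF is a Pseudomonas aeruginosa culture filtrate used as stimulus; plate controls were PAF-stimulated DMSO wells for no effect and unstimulated DMSO wells for full effect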
TROY signal inh = inhibitors of TROY-driven NF-kB signaling, primary screen, Q293 LMP1-TROYcd cells, NF-kB luciferase, uHTS | 360,000 tested, 0.98% active | inhibition, % at 10 µM | Q293 LMP1-TROYcd NF-kB luciferase reporter, 4 h | AID 1347056, 2019;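 active = compounds whose plate-normalised and pattern-corrected inhibition of the luciferase reporter signal at the single screening dose is 50% or more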
TRPM1 prom inh = inhibitors of MITF-dependent TRPM1 promoter reporter, primary screen, cell-based, SK-MEL-5, single point, luciferase; inhibition, % at 12.5 µM; 330,000 tested, 0.83% active; AID 488899, 2010; SK-MEL-5 TRPM1 promoter luciferase, 24 h;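 active = mean inhibition across replicates of 60% or more, whatever share of single replicates reaches that level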; note: values of inactives mirror those of a sister screen read the other way
NR2E3 ag-1 = inhibitors of NR2E3-RetCOR corepressor binding, primary screen, NR2E3 agonist project, biochemical, TR-FRET, GST-NR2E3, biotin-RetCOR. Photoreceptor-specific nuclear receptor (Homo sapiens), Q9Y5X4. 1536-well. inhibition of corepressor binding, % at 4.78 µM. 320,000 tested, 0.12% active. AID 2300, 2010;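 active = percent inhibition above the cutoff of mean plus 3 SD of all tested compounds, set per screening campaign, cut at about 20% in these data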;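 note: 0% = DMSO wells and 100% = biotin wells as full block of FRET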
Target sequence (Q9Y5X4 whole entry, looked up): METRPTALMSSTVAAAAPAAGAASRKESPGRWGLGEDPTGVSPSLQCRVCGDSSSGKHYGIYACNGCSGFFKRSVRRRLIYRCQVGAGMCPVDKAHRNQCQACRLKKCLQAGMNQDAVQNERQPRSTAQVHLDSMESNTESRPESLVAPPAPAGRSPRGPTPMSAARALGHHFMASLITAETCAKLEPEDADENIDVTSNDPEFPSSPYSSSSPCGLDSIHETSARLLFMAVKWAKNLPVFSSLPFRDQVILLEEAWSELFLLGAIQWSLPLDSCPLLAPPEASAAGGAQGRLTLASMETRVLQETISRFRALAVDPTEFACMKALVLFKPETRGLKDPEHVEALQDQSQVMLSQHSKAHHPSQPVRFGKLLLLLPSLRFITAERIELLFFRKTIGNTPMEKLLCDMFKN
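Test system: GST-NR2E3 and biotin-RetCOR proteins | Quantity: 1.35 nM GST-tagged NR2E3 final | Medium: Tris pH 7.5 | Also added: 7 nM biotin-RetCOR | Dosing: Compound at 4.8 µM, single dose | Timing: 5 h at 4 °C | Detection: Time-resolved FRET | Read-out basis: Percent inhibition | Benchmarks: Biotin wells as high control, 0.6% DMSO wells as low control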
NR2E3 ag-2 = NR2E3 agonists in two-hybrid cells, primary screen, cell-based, luminescence, CHO-S, Gal4-NCOR/VP16-NR2E3. Photoreceptor-specific nuclear receptor (Homo sapiens), Q9Y5X4. luciferase. inhibition of corepressor binding, % at 3.98 µM. 360,000 tested, 0.35% active. AID 602229, 2012;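 active = inhibition above the mean of all tested compounds plus 3 SD, cut at about 70% in these data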;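 note: 0% = DMSO with NR2E3 transfected cells and 100% = cells lacking NR2E3 construct; higher means lower luciferase signal from less NR2E3 corepressor binding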
Shn3 inh set2 = reduction of Shn3 3'UTR firefly luciferase signal, primary screen, Schnurri-3 inhibitor project, cell-based, Clone20 osteoblasts, set 2; Clone20 osteoblast Shn3 3'UTR firefly luciferase, 24 h; 360,000 tested, 0.52% active; inhibition, % at 12.5 µM;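 active = mean inhibition of at least 75% with every replicate also reaching 75%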;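 note: 0% = median of neutral control wells and 100% = pilot-screen positive control compound; some compounds past the cut are filed as inactive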
C8 TRAIL sens = viability loss with TRAIL in NB7+C8 cells, primary screen, TRAIL sensitizer project, cell-based, ATPlite luminescence; 360,000 tested, 1% active; AID 624354, 2012; inhibition (viability loss, TRAIL sensitization), % at 10 µM;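 active = compounds causing at least 50% loss of cell viability in the single-dose screen, relative to plate controls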
Peg3 prom inh = Peg3 promoter-driven luciferase inhibitors, primary screen, cell-based, HeLa, luciferase luminescence; HeLa PEG-Prom luciferase reporter, overnight; inhibition, % at 20 µM; 360,000 tested, 1.7% active;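 active = inhibition of at least 50% at 20 µM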
* = called active by the depositor; . = no result given.

1) O=C(c1ccc2c(c1)OCCO2)C1CCN(C(=O)c2ccc(F)cc2)CC1
2) Cc1cccc(C)c1OCCn1nc(C(=O)O)c2ccccc2c1=O
3) COc1ccc(OC)c(NC(=O)COC(=O)c2c3c(nc4ccccc24)CCCC3)c1
4) O=c1/c(=C/c2ccc(O)c([N+](=O)[O-])c2)sc2nc3ccccc3n12
5) Fc1ccc(-c2ccc(/C=N/n3cnnc3)o2)cc1
6) Cc1c(C(=O)N2CCCCC2C)sc2nc3n(c(=O)c12)CCC3 (stereo unspecified)
7) CCN(CC)S(=O)(=O)c1ccc(NC(=O)[C@@H](NC(=O)c2cc(OC)cc(OC)c2)C(C)C)cc1
8) CCC(C)(C)NC(=O)c1ccc2c(c1)OCCO2

compound no.	1	2	3	4	5	6	7	8
HIF-2a inh	-32	7	-9	-120	12	4	22	-61
KKLEB tox	-7	4	-48	10	3	5	-7	11
TWEAK Fn14 block	22	-76	55*	43	-16	12	-10	8
CF NFkB block	14	8	37	11	-12	-27	14	3
TROY signal inh	-25	7	29	-9	1	1	21	-6
TRPM1 prom inh	4	-4	-11	-5	-4	-8	5	-1
NR2E3 ag-1	2	6	0	.	-2	-2	1	2
NR2E3 ag-2	15	-9	9	-20	-15	-16	2	5
Shn3 inh set2	1	49	90*	-39	-1	-12	27	-30
C8 TRAIL sens	-3	18	17	35	-4	12	-11	1
Peg3 prom inh	5	16	78*	-124	13	-9	30	-36

9) N#Cc1ccccc1NC(=S)NC(=O)C1CCC1
10) COCCn1c(C)cc(/C=C2\NC(=S)N(C)C2=O)c1C
11) CCOC(=O)N1CCN(S(=O)(=O)c2ccc(C(=O)NNc3nc4ccc(Cl)cc4s3)cc2)CC1
12) Cc1ccc(-c2noc(CN3CCN(c4ccccc4F)CC3)n2)cc1
13) CC(=O)NC1CCN(CC(=O)Nc2cccc([N+](=O)[O-])c2)CC1
14) CCCCNC(=S)N(C)/N=C/c1c(C)[nH]c2ccccc12
15) Cc1ccc(N2Cc3ccccc3OC(C)C2=O)cc1 (stereo unspecified)
16) Oc1ccc(-c2n[nH]c(=S)n2-c2ccc3c(c2)OCCO3)cc1

compound no.	9	10	11	12	13	14	15	16
HIF-2a inh	-40	-18	26	-10	-5	15	8	-9
KKLEB tox	11	-6	13	5	8	2	8	21
TWEAK Fn14 block	8	2	11	-7	-6	-3	2	-18
CF NFkB block	-24	5	10	-5	10	4	-3	-18
TROY signal inh	8	-3	37	6	5	9	-3	-51
TRPM1 prom inh	3	-18	33	-1	4	13	.	-5
NR2E3 ag-1	.	-2	-2	1	4	1	4	6
NR2E3 ag-2	-13	-5	-19	-11	-19	-11	-4	-15
Shn3 inh set2	8	-5	19	5	-10	-7	-7	-17
C8 TRAIL sens	-14	-2	1	-9	-5	6	-10	3
Peg3 prom inh	4	-28	45	12	4	5	7	-42

17) COc1ccccc1-n1nnnc1SCc1ccccc1
18) Cc1cc(NC(=O)Nc2ccc(F)c(Cl)c2)no1
19) Cc1c(NS(=O)(=O)c2cc(NC(=O)CCN3CCCC(C)C3)ccc2Cl)c(=O)n(-c2ccccc2)n1C (stereo unspecified)
20) C(=N\Nc1ncnc2sc3c(c12)CCC3)/c1ccncc1
21) CNC(=O)c1ccc(-c2nc(-c3ccccc3)cs2)cc1
22) O=C(Nc1nc(-c2ccccn2)cs1)c1ccccc1-n1cnnn1
23) CCNC(=O)N1C[C@H]2CON(C)[C@H]2C[C@H]1c1ccccc1Br
24) COCCNC(=O)[C@H]1N2C(=O)c3ccccc3C2SC1(C)C (stereo partly specified)

compound no.	17	18	19	20	21	22	23	24
HIF-2a inh	11	-73	8	18	-332	-22	3	12
KKLEB tox	1	8	8	10	7	-16	6	6
TWEAK Fn14 block	2	-5	7	-20	-17	6	11	21
CF NFkB block	-7	-4	-14	-51	5	15	-13	4
TROY signal inh	6	-13	9	23	-34	-4	-3	-6
TRPM1 prom inh	-5	-25	-10	7	-72	65*	.	-4
NR2E3 ag-1	-1	-3	0	-4	1	-3	.	2
NR2E3 ag-2	-1	-14	3	18	-160	13	-34	-19
Shn3 inh set2	3	-14	19	20	-58	95*	-17	8
C8 TRAIL sens	5	7	-5	-1	9	6	12	-12
Peg3 prom inh	16	-58	7	29	-288	33	-4	17

25) Cc1ccc(C(=O)OCC(=O)c2ccc(Cl)s2)s1
26) CN(CCN1CCOCC1)C(=O)CC1C(=O)NCCN1Cc1ccccc1F (stereo unspecified)
27) NCCNC(=O)Cc1ccc(NC(=O)Cc2ccc(Nc3ncnc4c3ncn4[C@@H]3O[C@H](CO)[C@@H](O)[C@H]3O)cc2)cc1
28) Cc1cccc(NC(=O)c2ccccc2[N+](=O)[O-])n1
29) O=C(NCc1ccccc1)N1CCC(c2nc3ccccc3[nH]2)CC1
30) COc1cc2c(cc1NC(=O)COC(=O)CNS(=O)(=O)c1ccc(C)cc1)oc1ccccc12
31) CC1(C(=O)NS(=O)(=O)C2CC2)CCCN(C(=O)COc2ccc(Cl)cc2Cl)C1 (stereo unspecified)
32) COC(c1ccccc1)(c1ccccc1)C(Oc1nccc(C)n1)C(=O)O (stereo unspecified)

compound no.	25	26	27	28	29	30	31	32
HIF-2a inh	-72	12	2	0	-8	-114	-1	14
KKLEB tox	6	23	-1	1	-10	13	8	-4
TWEAK Fn14 block	-14	3	-82	0	-1	-19	8	-1
CF NFkB block	-10	10	12	0	-4	-35	-26	0
TROY signal inh	-25	-3	15	-10	7	-46	4	-14
TRPM1 prom inh	-31	3	-2	-6	10	-10	.	6
NR2E3 ag-1	3	-2	1	3	2	1	.	0
NR2E3 ag-2	-11	-13	-8	-22	-22	-7	24	12
Shn3 inh set2	-8	-6	-4	-2	8	-130	-7	-36
C8 TRAIL sens	20	-20	25	-10	-3	14	10	1
Peg3 prom inh	-215	7	7	9	16	-85	-20	12

Sorted by the number under NR2E3 ag-2 (low to high): some entries from above.
#	compound	NR2E3 ag-2
29	O=C(NCc1ccccc1)N1CCC(c2nc3ccccc3[nH]2)CC1	-22
27	NCCNC(=O)Cc1ccc(NC(=O)Cc2ccc(Nc3ncnc4c3ncn4[C@@H]3O[C@H](CO)[C@@H](O)[C@H]3O)cc2)cc1	-8
30	COc1cc2c(cc1NC(=O)COC(=O)CNS(=O)(=O)c1ccc(C)cc1)oc1ccccc12	-7
32	COC(c1ccccc1)(c1ccccc1)C(Oc1nccc(C)n1)C(=O)O (stereo unspecified)	12

3 entries out of the list, arranged by heavy-atom count, lowest first.
29) O=C(NCc1ccccc1)N1CCC(c2nc3ccccc3[nH]2)CC1
32) COC(c1ccccc1)(c1ccccc1)C(Oc1nccc(C)n1)C(=O)O (stereo unspecified)
30) COc1cc2c(cc1NC(=O)COC(=O)CNS(=O)(=O)c1ccc(C)cc1)oc1ccccc12

compound no.	29	32	30
HIF-2a inh	-8	14	-114
KKLEB tox	-10	-4	13
TWEAK Fn14 block	-1	-1	-19
CF NFkB block	-4	0	-35
TROY signal inh	7	-14	-46
TRPM1 prom inh	10	6	-10
NR2E3 ag-1	2	0	1
NR2E3 ag-2	-22	12	-7
Shn3 inh set2	8	-36	-130
C8 TRAIL sens	-3	1	14
Peg3 prom inh	16	12	-85

(continued)
33) CC(CN1CCN(c2ccccc2)CC1)c1ccccc1 (stereo unspecified)
34) Cc1ccc(-c2ccc(OCC(=O)N3CCOCC3)cc2)cc1
35) CCn1c(=N)c(S(=O)(=O)c2ccccc2)cc2c(=O)n3ccccc3nc21
36) Cc1nn(CCO)c2c1C(=O)CCC2
37) Clc1ccc2c(NCc3ccco3)ncnc2c1
38) O=C(c1cc(=O)[nH]c2ccccc12)N1CCN(c2ccc([N+](=O)[O-])cc2)CC1
39) CCC1(CC)Cc2ccccc2C(=C(C#N)C#N)N1
40) Fc1ccc(-c2csc(N3CCSCC3)n2)cc1

compound no.	33	34	35	36	37	38	39	40
HIF-2a inh	-12	-97	4	5	12	20	15	-171
KKLEB tox	7	1	-2	2	-10	4	-2	8
TWEAK Fn14 block	-5	-5	4	-5	7	4	7	-24
CF NFkB block	-3	-10	4	-9	17	-2	-6	-6
TROY signal inh	-22	-21	-10	-11	7	5	13	-53
TRPM1 prom inh	-5	-22	-5	-6	-15	16	1	-49
NR2E3 ag-1	0	4	-2	0	1	1	3	6
NR2E3 ag-2	-9	12	-12	1	54	-26	-36	-15
Shn3 inh set2	-5	-24	31	4	28	12	16	-35
C8 TRAIL sens	-10	-2	-5	7	2	-3	-14	-1
Peg3 prom inh	-10	-105	11	2	8	14	19	-195

41) CC1CC(C)CN(C(=O)COC(=O)c2cc(S(=O)(=O)N3CCOCC3)ccc2F)C1 (stereo unspecified)
42) Cc1n[nH]c(=O)nc1N/N=C/c1ccc(O)c([N+](=O)[O-])c1
43) C[C@@H]1CN([C@H](C)CO)C(=O)c2c(c3ccccc3n2C)-c2ccccc2CO[C@H]1CN(C)C(=O)CCC(F)(F)F
44) Cc1ccc(Cl)cc1N1CCN(Cc2nc3ccsc3c(=O)[nH]2)CC1
45) Cc1c(NC(=S)Nc2ccccc2C(F)(F)F)cccc1[N+](=O)[O-]
46) CN1CCN(S(=O)(=O)c2ccc(NC(=O)c3cccc(F)c3)cc2)CC1
47) COc1ccc(/C=C2/SC(=S)NC2=O)cc1OCc1ccccc1
48) Cc1ccccc1C(=O)N1CCC(C(=O)N2CCCc3ccccc32)CC1
49) COc1ccc(NC(=O)c2cccc(S(=O)(=O)N3CCOCC3)c2)cn1
50) O=C(/C=C/c1ccc(O)c(O)c1)c1ccccc1O

compound no.	41	42	43	44	45	46	47	48	49	50
HIF-2a inh	12	0	3	29	16	-14	19	-66	3	-245
KKLEB tox	-3	6	-8	-4	9	3	-22	5	-29	-9
TWEAK Fn14 block	-2	1	26	-5	-22	10	-8	39	36	35
CF NFkB block	5	7	6	-7	3	8	34	-1	2	5
TROY signal inh	-10	-12	3	-2	3	9	51*	14	.	-13
TRPM1 prom inh	0	6	.	10	3	15	-1	11	16	-59
NR2E3 ag-1	-2	4	.	0	1	2	3	1	-1	2
NR2E3 ag-2	-19	15	-16	-15	13	-16	5	-27	6	-60
Shn3 inh set2	-2	-11	-11	0	-20	-91	18	-21	3	-38
C8 TRAIL sens	5	-2	0	-8	4	0	-4	-13	-6	18
Peg3 prom inh	18	-3	1	31	-10	4	21	-23	7	-216

Screen by screen, from the results shown.
Peg3 prom inh, nos. 41–50 → 18, -3, 1, 31, -10, 4, 21, -23, 7, -216
TRPM1 prom inh, nos. 41–50 → 0, 6, ., 10, 3, 15, -1, 11, 16, -59

Screens: PubChem, several laboratories

Some of the compounds tested; the hit share may differ from the screen's.
